DRD3 antagonist: D3 dopamine receptor (human) antagonism; P35462; D3R cells, DiscoveRx beta-arrestin luminescence, antagonist mode; active compounds read low; max response, negative = inhibition, %; hit rate 2.5% among 360,000; in the data active = max response below about -50%; inconclusive = no clear call, values can overlap the other calls; also: % is scaled to controls: 0 for no effect and ±100 for the full control effect; mostly tested at two doses, the higher about 12 µM
Target sequence (P35462 whole entry, looked up): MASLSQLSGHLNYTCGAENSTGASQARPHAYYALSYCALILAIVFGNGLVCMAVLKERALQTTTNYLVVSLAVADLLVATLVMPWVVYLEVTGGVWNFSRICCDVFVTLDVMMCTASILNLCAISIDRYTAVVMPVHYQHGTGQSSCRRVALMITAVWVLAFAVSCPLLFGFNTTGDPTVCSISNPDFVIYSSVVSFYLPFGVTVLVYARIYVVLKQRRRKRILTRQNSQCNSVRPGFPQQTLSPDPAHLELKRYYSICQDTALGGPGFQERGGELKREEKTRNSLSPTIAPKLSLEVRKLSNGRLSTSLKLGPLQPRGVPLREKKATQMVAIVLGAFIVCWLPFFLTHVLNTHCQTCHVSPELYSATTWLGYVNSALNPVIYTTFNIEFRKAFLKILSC
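Cells expressing the human receptor were seeded at 1500 cells/well, incubated overnight at 37 degrees C in 5% CO2, then exposed to library compounds with dopamine controls for 90 minutes at 37 degrees C before luminescent detection.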
HT1080NT lethal: kills 2HG-producing HT-1080-NT fibrosarcoma cells; HT-1080-NT fibrosarcoma viability, CellTiter-Glo ATP luminescence, 48 h; Potency, µM (highest dose often 46.1 µM), for inactives: top-dose activity, negative = less viability, most hits filed as cytotoxic; hit rate 1.6% among 360,000;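 also: NT is the 2HG producing partner of a matched IDH1 knockdown line; potency is read from the fitted curve at half-maximal effect; 0% = DMSO-treated cells and -100% = media-only wells without cells; nearly all actives have a fitted effect of over 55% in size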
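Toxicity toward the 2HG-producing NT line was scored as %Activity, normalised to DMSO and no-cell wells, from CellTiter-Glo luminescence after 48 hours' treatment.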
IL1B secr inh: blocks inflammasome-driven IL-1 beta release | THP-1 LPS/ATP IL-1B secretion, AlphaLISA, 16 h; active compounds read low | activity change, % at 57.5 µM | hit rate 4.7% among 360,000; in the data active = activity change below about -50%; inconclusive = mostly about -30% to -49%; also: % is scaled to controls: 0 for no effect and ±100 for the full control effect
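Secreted IL-1B measured by AlphaLISA bead assay after 16 h compound exposure of THP-1 cells; compounds (final up to 57.5 uM) added 1 h before LPS (250 ng/mL) and ATP (1.25 mM) stimulation; lower signal means less secretion.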
SW480 rereplic: DNA re-replication induction in SW480 cells. AID 624297. Potency, µM (highest dose often 46.1 µM), for inactives: top-dose re-replication activation, actives largely listed as activators. SW480 DNA re-replication, Hoechst DNA content imaging, 48 h. hit rate 1.8% among 340,000; also: potency is read from the fitted curve at half-maximal effect; % of control where 0% means no effect; nearly all actives have a fitted effect of over 55% in size
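Quantitative HTS format with DMSO vehicle controls; 48 hr drug incubation at 37 C, then 40 min Hoechst staining and scanning imager measurement at 405 nm excitation.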
GLP-1R agonist: activates the human GLP-1 receptor. P43220. hit rate 0.007% among 380,000. AID 624172. Potency, µM (titrated, usually from 45.6 µM), without a hit: at the highest dose activation, most hits filed as activators. HEK293 GLP-1R CRE-luciferase, luminescence, 4-6 h; cells express a hypersensitive GLP-1R form; also: potency is read from the fitted curve at half-maximal effect; % of control where 0% means no effect
Target sequence (P43220 whole entry, looked up): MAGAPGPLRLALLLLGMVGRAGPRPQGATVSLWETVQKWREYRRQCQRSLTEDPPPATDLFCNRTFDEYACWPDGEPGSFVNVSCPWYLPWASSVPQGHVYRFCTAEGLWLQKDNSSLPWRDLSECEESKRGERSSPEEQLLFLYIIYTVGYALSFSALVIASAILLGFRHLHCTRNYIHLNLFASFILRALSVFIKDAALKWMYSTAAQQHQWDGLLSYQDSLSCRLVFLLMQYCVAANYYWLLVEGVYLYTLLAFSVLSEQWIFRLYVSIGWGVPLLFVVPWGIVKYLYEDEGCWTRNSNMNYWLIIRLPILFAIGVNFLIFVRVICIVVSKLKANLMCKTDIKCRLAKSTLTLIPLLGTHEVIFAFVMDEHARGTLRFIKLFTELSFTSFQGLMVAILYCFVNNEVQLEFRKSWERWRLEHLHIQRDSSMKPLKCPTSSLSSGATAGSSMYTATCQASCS
D3 ag: agonists of human D3 dopamine receptor; P35462; D3R DiscoveRx beta-arrestin cells, luminescence, 90 min; max activation, %; hit rate 0.58% among 410,000; AID 652048; in the data active = max activation above about 30%; also: 0% is about no effect; mostly tested at two doses, the higher about 12 µM
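Cells at 1500/well, incubated overnight, then treated with pinned compounds (dopamine as control) for 90 min at 37 degrees C. DiscoveRx reagent added for 30 - 60 minutes at room temperature; luminescence read.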
HT1080 IDH1KD tx: HT-1080 IDH1 knockdown cell toxicity (counter line). HT-1080 IDH1 knockdown viability, ATP luminescence, 48 h. Potency, µM (series often up to 46.1 µM), for inactives: at the top dose activity, negative = toxicity, actives largely listed as cytotoxic. hit rate 2% among 360,000;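 also: potency is read from the fitted curve at half-maximal effect; 0% = DMSO wells and -100% = cell-free medium wells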
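Viability of IDH1-knockdown HT-1080 fibrosarcoma cells was assessed by CellTiter-Glo after 48 h at 37 °C with titrated compound; concentration-effect curves were classified by fit quality and response size.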
KB-V1 MDR tox: kills drug-selected multidrug resistant KB-V1 cells; KB-V1 MDR cells viability, CellTiter-Glo, 72 h; Potency, µM (doses to about 46.1 µM), for inactives: at the highest dose activity change, negative = cytotoxicity, actives largely listed as cytotoxic; hit rate 3.4% among 400,000; AID 1347076; also: potency is read from the fitted curve at half-maximal effect; % is scaled to controls: 0 for no effect and ±100 for the full control effect; nearly all actives have a fitted effect of over 60% in size
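Potencies derive from concentration-effect curves fitted to normalized luminescence (CellTiter-Glo) of KB-V1 cells treated for 72 h at 37 degrees C in phenol-red-free DMEM containing 10% FBS.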
KB-3-1 cytotox: KB-3-1 parental cell cytotoxicity; Potency, µM (highest dose often 46.1 µM), inactives show top-dose activity change, negative = cytotoxic, most hits filed as cytotoxic; hit rate 1.4% among 400,000; KB-3-1 viability, CellTiter-Glo ATP luminescence, 72 h; also: potency is read from the fitted curve at half-maximal effect; % is scaled to controls: 0 for no effect and ±100 for the full control effect; nearly all actives have a fitted effect of over 60% in size
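Cytotoxicity in the drug-sensitive parental line KB-3-1 was scored as loss of CellTiter-Glo luminescence following 72 h incubation with compound. Values come from curve fitting of normalized concentration-response data.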
Active calls of the source: *; u = inconclusive; x = not tested or not shown; [ ] = another dose, or the depositor's remark. Unless noted, calls follow the shape of the dose curve; as a rule, active = well fitted curve in the direction sought with a large enough effect; inconclusive = small, poorly fitted or top-dose-only effect, or another doubt; inactive = no such curve, though single readings can be large; an effect the other way counts as inactive or inconclusive.

SMILES | DRD3 antagonist | HT1080NT lethal | IL1B secr inh | SW480 rereplic | GLP-1R agonist | D3 ag | HT1080 IDH1KD tx | KB-V1 MDR tox | KB-3-1 cytotox
CCN(CC)CCCN(C(=O)c1cccc(C)c1)c1nc(-c2ccc(OC)cc2)cs1 | u | -29% | -50* | 16% | -6% | -4 | u | u | -7%
CCOc1cc(C(C(=O)NCC2CCCO2)N(C(=O)Cn2nnc3ccccc32)c2ccc(OC)c(OC)c2)ccc1O (centres undefined) | -4 | 5% | 3 | -2% | 1% | 1 | 4% | 9% | -2%
CC(=O)Nc1nonc1NC(=O)CSc1nc2ccccc2o1 | 14 | 2% | 12 | 21µM* | 4% | -2 | 1% | 12% | 12%
O=C(C[C@H]1CC[C@H]2[C@@H](COC[C@@H](O)CN2C(=O)c2cnccn2)O1)NCc1ccc(Oc2ccccc2)cc1 | 30 | 3% | 8 | x | x | 7 | 13% | 12% | 0%
N#Cc1ccc(OCC(=O)Nc2ccc(S(=O)(=O)N3CCOCC3)cc2)cc1 | -13 | -19% | -4 | 6% | -4% | -7 | -4% | -4% | 0%
CCOC(=O)C1=CNS(=O)(=O)NC1c1ccc(OC(C)=O)cc1 (centres undefined) | 24 | 0% | 12 | -7% | -3% | 2 | -3% | -5% | 0%
O=C(COC(=O)C1CCN(c2ccc(C(F)(F)F)cn2)CC1)Nc1cccc(F)c1 | 0 | 8% | -2 | u | 5% | 1 | 0% | 3% | 3%
CCOc1ccc(NC(=O)C2CCCN(S(=O)(=O)c3cccc4nonc34)C2)cc1 (centres undefined) | x | x | x | x | -2% | -3 | x | -10% | 7%
COc1cc([C@H]2c3[nH]c4ccccc4c3C[C@H]3C(=O)N4[C@@H](c5cc(OC)c(OC)c(OC)c5)c5[nH]c6ccccc6c5C[C@H]4C(=O)N23)cc(OC)c1OC | 0 | 12µM* | 5 | u | -3% | -23 | 15µM* | 1% | 0%
Cc1nn(CC(=O)NCCCN2CCCC2)c(=O)c2nn(-c3ccccc3)c(C)c12 | 1 | 8% | -10 | 2% | -3% | -2 | 10% | 28% | -3%
CCCCn1nnnc1C(c1ccccc1)N1CCN(C(=O)c2ccco2)CC1 (centres undefined) | 4 | 14% | 20 | x | -1% | 1 | 3% | 0% | -2%
CN(CCCNC(=O)Cn1c(=O)c2cccn2c2ccccc21)Cc1ccccc1 | -11 | 12% | u | -15% | 3% | -8 | -1% | 14% | u
CC(C)CN1C(=O)C(=O)N(CC(=O)c2ccc[nH]2)C1=O | -18 | 0% | -6 | 1% | -5% | -1 | 2% | 5% | u
CC1CCCCC1NC(=O)CSc1nnc(CC(=O)Nc2ccccc2F)n1C (centres undefined) | -3 | 3% | 8 | -19% | 0% | -6 | 7% | u | 3%
O=C(NCCc1nc2ccccc2[nH]1)c1ccc(Cl)c([N+](=O)[O-])c1 | 3 | 0% | 18 | x | 4% | -11 | 5% | u | 0%
O=C(CCCCCCCCC(=O)N/N=C/c1ccco1)N/N=C/c1ccco1 | -2 | -8% | 0 | u | 9% | -2 | -3% | -2% | -18%
Nc1ccc(-n2cnc3cc([N+](=O)[O-])ccc32)cc1 | -28 | 6% | -23 | -7% | 3% | -2 | 11% | 12% | 30%
COC1=C(Nc2ccccc2OC)C(=O)c2ccccc2C1=O | 12 | 0% | x | -3% | 2% | 5 | -1% | -26% | -1%
N#CC1(NC(=O)COC(=O)c2nc(Cl)ccc2Cl)CCCCC1 | 9 | 7% | 15 | -10% | -5% | 6 | 3% | 7% | 5%
C=CCn1c(-c2ccc([N+](=O)[O-])cc2)n[nH]c1=S | -8 | 5% | 23 | 3% | -4% | 0 | 3% | u | -1%

Molecules listed so far that have a Cl atom (2):
SMILES | DRD3 antagonist | HT1080NT lethal | IL1B secr inh | SW480 rereplic | GLP-1R agonist | D3 ag | HT1080 IDH1KD tx | KB-V1 MDR tox | KB-3-1 cytotox
O=C(NCCc1nc2ccccc2[nH]1)c1ccc(Cl)c([N+](=O)[O-])c1 | 3 | 0% | 18 | x | 4% | -11 | 5% | u | 0%
N#CC1(NC(=O)COC(=O)c2nc(Cl)ccc2Cl)CCCCC1 | 9 | 7% | 15 | -10% | -5% | 6 | 3% | 7% | 5%

Next entries.
SMILES | DRD3 antagonist | HT1080NT lethal | IL1B secr inh | SW480 rereplic | GLP-1R agonist | D3 ag | HT1080 IDH1KD tx | KB-V1 MDR tox | KB-3-1 cytotox
O=C(CN1C(=O)CSc2ccccc21)Nc1ccccc1C(=O)N1CCOCC1 | -5 | -6% | 4 | -5% | -4% | -17 | -20% | -4% | 20%
CC1CC1C(=O)OCC(=O)Nc1ccccc1Oc1ccccc1 (centres undefined) | -6 | 5% | -1 | -3% | 15% | -2 | 8% | 2% | -6%
CCN1CCN(S(=O)(=O)c2ccc(Cl)c(C(=O)Nc3nnc(C)s3)c2)CC1 | -11 | -1% | 25 | -295%[inhibitor] | 9% | 3 | 1% | 5% | -3%
Cc1c(NC(=O)CNCc2ccc3c(c2)OCO3)c(=O)n(-c2ccccc2)n1C | -5 | -1% | 6 | -9% | 2% | -8 | 13% | 18% | 6%
Cc1nc(N)c(Cc2ccc(Cl)cc2Cl)c(N)n1 | 5 | -19% | 2 | 0% | 5% | 7 | -1% | -2% | u
Cc1cc(C)n(Cc2ccc(C(=O)O)cc2)n1 | -22 | 2% | 4 | -14% | 4% | 0 | 9% | -2% | 13%
O=c1[nH]ncn1-c1cccc(C(F)(F)F)c1 | 20 | -2% | 10 | 4% | 2% | 0 | 3% | -17% | -13%
CC1(C(=O)Nc2ccc(Cl)c(Cl)c2)CCN1CCc1ccccc1 (centres undefined) | 22 | 29% | 20 | x | 10% | 1 | -1% | -2% | 0%
CSc1nncc(=O)[nH]1 | -18 | 1% | 22 | u | 7% | -8 | -2% | -14% | 2%
NCCCNC(=O)c1cc2ccccc2[nH]1 | -18 | 4% | -7 | 6% | -9% | -3 | 11% | 7% | 5%
CC(=O)Nc1ccc(NC(=O)C(C)OC(=O)c2ccc(OCc3c(C)noc3C)cc2)cc1 (centres undefined) | -3 | 6% | -14 | -4% | -7% | 0 | -26% | u | 29%
CCOc1ccc(CC(=O)Nc2c(C(=O)Nc3ccc(OC)cc3OC)oc3ccccc23)cc1 | x | x | x | x | 0% | 5 | x | 0% | 5%
CCOC(=O)c1[nH]c2ccc(Br)cc2c1NC(=O)CCN1CCC(C)CC1 | u | u | -15 | 4% | 3% | -3 | u | u | -3%
Cc1c(C(=O)NCc2ccccc2C(F)(F)F)sc(=O)n1Cc1cccc(C(F)(F)F)c1 | -55* | -24% | -11 | x | -5% | -6 | -19% | u | u
CC(=O)c1cc(C#N)c(SCC(=O)C(C)(C)C)nc1C | 12 | -2% | 57 | 21% | 20% | -3 | -25% | 19% | -20%
COC(=O)c1ccc(C(c2c(C)[nH][nH]c2=O)c2c(C)[nH][nH]c2=O)cc1 | 6 | 2% | -7 | -4% | -5% | -7 | 2% | 2% | 5%
O=C(CSc1nnc(CNc2cccc(Cl)c2)o1)OC1CCCCC1 | -20 | -7% | 16 | -2% | 0% | -4 | -5% | -8% | -4%
COC(=O)C1=C(C)N(Cc2ccccc2)C(=S)N[C@H]1c1ccccc1 | -22 | -3% | -13 | u | -1% | -15 | -16% | -13% | -11%
CCC(NC(=O)OCc1ccccc1)C(=O)Oc1ccc2ccc(=O)oc2c1 (centres undefined) | -5 | 4% | 6 | 24% | 5% | -3 | 10% | 27% | 29%
CCCn1c(SCC(=O)Nc2ccc3c(c2)OCO3)n[nH]c1=O | 9 | -2% | 9 | -10% | 13% | 2 | -17% | -14% | 1%

Copied from the list:
HT1080 IDH1KD tx result of `O=C(NCCc1nc2ccccc2[nH]1)c1ccc(Cl)c([N+](=O)[O-])c1` is entered as 5%
DRD3 antagonist result of `O=C(CSc1nnc(CNc2cccc(Cl)c2)o1)OC1CCCCC1` is entered as -20
HT1080 IDH1KD tx result of `Cc1c(C(=O)NCc2ccccc2C(F)(F)F)sc(=O)n1Cc1cccc(C(F)(F)F)c1` is entered as -19%
DRD3 antagonist result of `COC(=O)C1=C(C)N(Cc2ccccc2)C(=S)N[C@H]1c1ccccc1` is entered as -22

Other structures
SMILES | DRD3 antagonist | HT1080NT lethal | IL1B secr inh | SW480 rereplic | GLP-1R agonist | D3 ag | HT1080 IDH1KD tx | KB-V1 MDR tox | KB-3-1 cytotox
CSc1ccc(CN2CCC(C)(Oc3ccc(-n4ccnc4)cc3)C2)cc1 (centres undefined) | -97* | u | u | x | 1% | -22 | -8% | u | -5%
O=S(=O)([O-])C/C(=C\c1ccc(Cl)cc1)c1cc[n+](CCO)cc1 | 5 | 23% | -5 | -3% | -2% | 1 | 0% | 11% | 11%
CC(C)(C)OC(=O)NCCc1nnc(SCc2ccccc2)o1 | -1 | -13% | -1 | -1% | -5% | 2 | -2% | u | -4%
CC1=C(C(=O)OCC(C)C)C(c2ccc(F)cc2)NC(=O)N1 (centres undefined) | -5 | 0% | -26 | 15% | -1% | -3 | 2% | 0% | -2%
CCOc1ccc(S(=O)(=O)N/N=C(\C)c2ccc(OC)cc2OC)cc1 | -12 | 11% | 29 | 7% | 8% | 5 | 1% | -12% | 0%
CCc1nc(C)ccc1OCC(=O)NCCCN(C)C | u | -19% | 9 | 0% | 0% | -1 | -2% | -11% | -7%

Only GLP-1R agonist (two entries from above):
| structure | GLP-1R agonist |
| --- | --- |
| CCc1nc(C)ccc1OCC(=O)NCCCN(C)C | 0% |
| CC1=C(C(=O)OCC(C)C)C(c2ccc(F)cc2)NC(=O)N1 (centres undefined) | -1% |
